Screening results: PubChem BioAssay, Sanford-Burnham Center for Chemical Genomics
TIM10 inh: growth inhibitors of isogenic TIM10 control yeast, primary screen, counter-screen for tim10-1 yeast inhibitor project, luminescence, uHTS; S. cerevisiae TIM10 strain growth, BacTiter-Glo luminescence, 24 h; inhibition, % at 10 µM; 1.4% of 330,000 active;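 active = inhibition of 40% or more at the single tested concentration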;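 note: wild-type TIM10 isogenic control strain grown at permissive 25 °C; 0% = DMSO yeast wells and 100% = minimal medium wells without yeast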
NLRP3 yeast inh: NALP3 inflammasome inhibitors in reconstituted yeast, primary screen, luminescence, uHTS; Yeast reconstituted NLRP3/ASC/caspase-1, beta-gal luminescence, 24 h; inhibition, % at 10 µM; 0.39% of 330,000 active; AID 2825, 2010;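 active = inhibition of 50% or more; inactive = inhibition below 50%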;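 note: plate controls were induced DMSO wells for no effect and uninduced yeast grown without galactose for full effect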
mIAP block: inhibitors of mouse IAP, primary screen, biochemical, luminescence, uHTS; AID 2806, 2010; purified mouse IAP, CDP-Star luminescence, 30 min; 0.2% of 330,000 active; inhibition, % at 10 µM; intestinal alkaline phosphatase [Mus musculus];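 active = inhibition of at least 40% at 10 µM in the primary screen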;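 note: plate controls were DMSO with enzyme for no effect and no enzyme wells for full effect; values of inactives mirror those of a sister screen read the other way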
tim10-1 inh: growth inhibitors of tim10-1 mutant yeast, primary screen, luminescence, uHTS. S. cerevisiae tim10-1 ts strain growth, BacTiter-Glo, 24 h. inhibition, % at 20 µM. 2.2% of 330,000 active. AID 463190, 2010;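 active = inhibition of at least 40%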;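 note: mutant grown at 25 °C; 0% = DMSO wells with yeast and 100% = wells holding no yeast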
mIAP act: activators of mouse IAP, primary screen, biochemical, luminescence, uHTS; intestinal alkaline phosphatase [Mus musculus]; muIAP, CDP-Star luminescence, 30 min; stronger effect = higher value; 1 = vehicle-only enzyme signal, 0 = enzyme-free wells; activation factor at 10 µM; 0.24% of 330,000 active; AID 2805, 2010;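 active = activation factor of at least 2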; note: the source names both 10 and 20 µM as test concentration; values of inactives mirror those of a sister screen read the other way
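Assay system: mouse IAP enzyme / Compound: DMSO-dissolved test compounds / Timing: 30 min, room temperature / Measured by: luminescence from enzymatic CDP-Star hydrolysis / Control set: DMSO-only wells, enzyme-free buffer wells as negative control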
hIAP act: human IAP activators, primary screen, biochemical, luminescence, uHTS | activation factor at 10 µM | 0.16% of 330,000 active | Intestinal-type alkaline phosphatase (Homo sapiens), P09923 | purified human IAP, CDP-Star luminescence, 30 min; stronger effect = higher value; 1 = vehicle-only enzyme, 0 = enzyme-free background;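 active = activation factor of the enzyme at least 2-fold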; note: the source names both 10 and 20 µM as test concentration; values of inactives mirror those of a sister screen read the other way
Target sequence (P09923 whole entry, looked up): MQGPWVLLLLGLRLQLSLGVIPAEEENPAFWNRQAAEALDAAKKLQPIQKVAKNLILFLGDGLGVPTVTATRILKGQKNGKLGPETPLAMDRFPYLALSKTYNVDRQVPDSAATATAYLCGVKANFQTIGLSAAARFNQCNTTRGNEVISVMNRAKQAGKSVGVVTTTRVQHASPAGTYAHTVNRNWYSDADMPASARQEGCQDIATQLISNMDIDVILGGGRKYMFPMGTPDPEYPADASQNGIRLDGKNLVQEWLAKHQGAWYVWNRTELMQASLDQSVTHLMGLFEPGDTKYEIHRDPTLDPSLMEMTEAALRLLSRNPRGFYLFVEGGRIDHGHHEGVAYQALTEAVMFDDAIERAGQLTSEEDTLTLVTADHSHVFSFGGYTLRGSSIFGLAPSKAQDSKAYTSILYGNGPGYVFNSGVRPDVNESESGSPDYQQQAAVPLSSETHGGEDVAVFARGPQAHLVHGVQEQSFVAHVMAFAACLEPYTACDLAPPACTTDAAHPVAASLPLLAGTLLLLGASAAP
hIAP inh: human IAP inhibitors, primary screen, biochemical, luminescence, uHTS; Intestinal-type alkaline phosphatase (Homo sapiens), P09923; purified IAP, CDP-Star luminescence, 30 min; inhibition, % at 10 µM; 0.12% of 330,000 active;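 active = inhibition reaching a set limit with compound at 10 µM in the primary screen, cut at about 35% in these data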;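 note: plate controls were DMSO wells with enzyme for no effect and no-enzyme buffer wells for full effect; values of inactives mirror those of a sister screen read the other way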
Apaf-1 inh: inhibitors of human Apaf-1 apoptosome, primary screen, biochemical, DEVD-Rh110 fluorescence, uHTS | Apoptotic protease-activating factor 1 (Homo sapiens), O14727 | reconstituted apoptosome caspase-3 activity | inhibition, % at 20 µM | 0.71% of 330,000 active | AID 489030, 2010; active = inhibition of at least 40% at 20 µM;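 note: plate controls were DMSO wells for no effect and DEVD-CHO caspase inhibitor wells for full effect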
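Assay system: Apoptosome proteins | Medium: pH 7.5 Hepes buffer with CHAPS, BSA, DTT | Also added: Cytochrome c and DEVD-Rh110 substrate | Times: 30 min plus 50 min, RT | Detection: Rhodamine 110 fluorescence at Ex 480/Em 540 nm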
ATG4B inhibitor: ATG4B protease inhibitors, primary screen, biochemical, fluorescence, uHTS; Cysteine protease ATG4B (Homo sapiens), Q9Y4P1; ATG4B cleavage of LC3-PLA2, NBD-HPC fluorescence, 1 h; inhibition, % at 8.33 µM; 0.51% of 340,000 active; in the data active = inhibition above about 40%
Target sequence (Q9Y4P1 whole entry, looked up): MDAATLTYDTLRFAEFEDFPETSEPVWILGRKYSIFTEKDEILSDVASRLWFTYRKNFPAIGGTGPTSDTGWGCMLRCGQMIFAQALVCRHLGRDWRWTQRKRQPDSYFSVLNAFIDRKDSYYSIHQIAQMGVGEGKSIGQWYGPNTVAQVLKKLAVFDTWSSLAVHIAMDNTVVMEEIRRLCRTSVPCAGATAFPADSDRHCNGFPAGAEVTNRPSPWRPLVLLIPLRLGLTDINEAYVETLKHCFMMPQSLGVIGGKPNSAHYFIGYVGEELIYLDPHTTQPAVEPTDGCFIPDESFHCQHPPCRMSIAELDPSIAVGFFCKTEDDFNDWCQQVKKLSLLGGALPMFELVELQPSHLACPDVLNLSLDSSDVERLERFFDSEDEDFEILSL
An asterisk follows results filed as active; · = no result given.

(1) O=C(C1CC1)N(CCN(Cc1ccccc1)C(=O)C1CC1)Cc1ccccc1
(2) CC1CCN(C(=O)CC(NC(=O)c2ccccc2Cl)c2ccccc2)CC1 (centres undefined)
(3) O=C(CSc1n[nH]c(-c2ccco2)n1)Nc1ccc(F)cc1
(4) Cc1ccc(C(=O)/C=C/c2ccc3c(c2)OCO3)o1
(5) CCOc1cccc(-c2nnc3sc(-c4cc(OC)c(OC)c(OC)c4)nn23)c1
(6) CC(C)(C)CC(C)(C)NCC(O)COc1c(F)cc(Br)cc1F (centres undefined)
(7) OCC[C@@H]1C[C@@H](O)[C@H](O)[C@]2(OCCc3ccccc32)O1
(8) Cc1nc(C)c(CCNC(=O)c2cccc(Cl)c2)s1
entry no.,1,2,3,4,5,6,7,8
TIM10 inh,16,0,-5,-2,6,-2,12,-5
NLRP3 yeast inh,11,18,14,13,5,20,11,10
mIAP block,33,10,2,11,6,1,3,0
tim10-1 inh,22,12,6,15,11,-1,2,13
mIAP act,0.67,0.91,0.98,0.89,0.94,0.99,0.97,0.99
hIAP act,1.1,1,0.84,1.1,0.84,0.9,1.1,0.81
hIAP inh,-12,-4,16,-8,16,10,-9,19
Apaf-1 inh,-10,24,6,5,-11,-6,0,-8
ATG4B inhibitor,-8,-2,-4,-4,1,3,-3,1

Compound profiles, from the list above. Screens in order: TIM10 inh	NLRP3 yeast inh	mIAP block	tim10-1 inh	mIAP act	hIAP act	hIAP inh	Apaf-1 inh	ATG4B inhibitor
`Cc1nc(C)c(CCNC(=O)c2cccc(Cl)c2)s1` as listed: -5	10	0	13	0.99	0.81	19	-8	1
`CC1CCN(C(=O)CC(NC(=O)c2ccccc2Cl)c2ccccc2)CC1` (centres undefined) as listed: 0	18	10	12	0.91	1	-4	24	-2

(list continues)
(9) Cc1sc2ncn(CC(=O)NCCCC(=O)N(C)Cc3ccccc3)c(=O)c2c1C
(10) COc1ccc(CCNC(=O)Nc2ccccc2[N+](=O)[O-])cc1
(11) Cc1ccc2nc(NC3=NC(CC(=O)O)C(=O)N3)nc(C)c2c1 (centres undefined)
(12) Cc1cc(=O)[nH]c2ccc(S(=O)(=O)Nc3ccc(O)cc3)cc12
(13) Cc1nc2c(sc(=S)n2Cc2ccco2)c(=O)n1CC(=O)Nc1ccccc1
(14) C/C(CC1(O)C(=O)N(C)c2ccccc21)=N\O (centres undefined)
(15) O=C(C1CCN(S(=O)(=O)N2CCCC2)CC1)N1CCCCC1
(16) CCN(CCCNC(=O)c1ccc(N2CCCC2=O)cc1)c1cccc(C)c1
entry no.,9,10,11,12,13,14,15,16
TIM10 inh,-8,4,9,-3,21,-8,-12,-17
NLRP3 yeast inh,16,23,-6,0,11,7,-3,14
mIAP block,9,2,-4,4,6,-1,-7,0
tim10-1 inh,13,20,-1,-12,12,15,8,15
mIAP act,0.91,0.98,1,0.96,0.94,1,1.1,1
hIAP act,0.98,0.81,0.86,0.91,0.89,1.3,0.97,1
hIAP inh,2,19,14,10,11,-26,3,-3
Apaf-1 inh,-1,11,-6,0,16,10,-11,6
ATG4B inhibitor,7,1,·,-6,1,1,-8,-3

(17) CCCNC(=O)c1nn2cc(Br)cnc2c1Br
(18) COc1ccc(N2C(=O)CC(c3ccccc3)C2=O)cc1 (centres undefined)
(19) CCC1(c2ccccc2)NC(=O)N(CC(=O)Nc2cc(C(F)(F)F)ccc2N2CCCC2)C1=O (centres undefined)
(20) COc1ccc(-c2cn3cc(C(F)(F)F)cc(Cl)c3n2)cc1
(21) Cc1ccc(OCc2nnc(SCc3ccc(C#N)cc3)n2-c2ccc(C)cc2)cc1
(22) Nc1ncc(Br)cc1S(=O)(=O)NCCC(=O)N1CCN(c2ccccc2)CC1
(23) COc1cc(NC(=O)C(C)Oc2ccccc2)cc(OC)c1 (centres undefined)
(24) CCCCn1c(N)c(N(CC(C)C)C(=O)c2ccc(-c3ccc([N+](=O)[O-])cc3)o2)c(=O)[nH]c1=O
entry no.,17,18,19,20,21,22,23,24
TIM10 inh,-2,14,-2,52*,20,2,7,8
NLRP3 yeast inh,18,9,13,33,13,4,7,6
mIAP block,2,-7,-8,-18,1,5,3,8
tim10-1 inh,-11,0,-11,29,20,5,8,4
mIAP act,0.98,1.1,1.1,1.2,0.99,0.95,0.97,0.93
hIAP act,0.98,1.3,1.1,0.9,1,1,0.92,1.1
hIAP inh,2,-29,-10,10,-4,-2,8,-9
Apaf-1 inh,1,-10,8,25,15,-11,-2,7
ATG4B inhibitor,-7,-4,-8,3,-3,-7,-5,-5

(25) COCCCNc1nc2ccccc2nc1NS(=O)(=O)c1cccc(Cl)c1
(26) CCOC(=O)CC(NC(=O)CCS(=O)(=O)c1ccc2c(c1)n(C)c(=O)c(=O)n2C)c1ccc(C)cc1 (centres undefined)
(27) COC(=O)C1=C(C)OC(N)=C(C#N)C1c1cc(OC)c(OCC(N)=O)cc1Cl (centres undefined)
(28) Nc1nonc1C(=O)N/N=C/c1cccc([N+](=O)[O-])c1
(29) O=C(Cc1ccc(-c2ccccc2)cc1)NCCN1CCOCC1
(30) O=C(c1cccc(C(F)(F)F)c1)N1CCC(O)(CS(=O)(=O)Cc2ccccc2)CC1
(31) CC(=O)c1cn(CC(=O)Nc2c(C)cccc2C)c2ccccc12
(32) COc1c(S(=O)(=O)NCCN2CCOCC2)ccc(Cl)c1Cl
entry no.,25,26,27,28,29,30,31,32
TIM10 inh,10,13,16,11,3,15,-1,-10
NLRP3 yeast inh,19,0,-59,-6,12,-4,15,24
mIAP block,5,-4,-5,0,-2,2,-9,-6
tim10-1 inh,21,-8,25,14,5,13,1,-10
mIAP act,0.95,1,1.1,0.99,1,0.98,1.1,1.1
hIAP act,0.86,0.94,1.1,1,1,0.9,1.2,0.97
hIAP inh,14,6,-6,-2,-4,10,-20,3
Apaf-1 inh,3,2,-2,3,5,0,17,-19
ATG4B inhibitor,4,3,-2,-3,-2,-2,-15,2

(33) C/C=C/C(=O)OCC(=O)NC(=O)NC(C)C
(34) CCOC(=O)[C@H]1[C@H]2COc3ccc(Cl)cc3[C@@H]2N2C(=O)c3cc(F)c(F)cc3NC(=O)[C@@]12C
(35) Cc1cccc2nc(Cn3c(=O)n(CCC(=O)NCc4ccco4)c(=O)c4sccc43)cc(=O)n12
(36) O=C(O)CCC(=O)N1CCOc2ccc(Cl)cc21
(37) O=C(NCCc1ccccn1)c1cc(-c2ccc(Cl)cc2)nc2ccccc12
(38) CCC(C)[C@H](NC(=O)NCc1cccc(OC)c1)C(=O)O (some centres undefined)
(39) Cc1cc(NC(=O)c2cc3nc(C4CC4)cc(C(F)(F)F)n3n2)no1
(40) CCN(CC)CC(=O)Nc1cccc(S(=O)(=O)N2CCCC2)c1
entry no.,33,34,35,36,37,38,39,40
TIM10 inh,-12,-9,-6,-8,2,2,3,10
NLRP3 yeast inh,12,4,21,-17,29,3,7,7
mIAP block,0,2,-6,3,-8,6,0,-1
tim10-1 inh,14,20,14,0,14,5,-8,-5
mIAP act,1,0.98,1.1,0.97,1.1,0.94,1,1
hIAP act,1,1,1,1,1.1,0.94,0.93,0.91
hIAP inh,-2,-4,-5,-1,-8,6,7,9
Apaf-1 inh,1,19,4,-8,19,-14,6,-14
ATG4B inhibitor,-16,-9,-9,-2,4,0,-1,-4

Sorted by value in ATG4B inhibitor (falling): 6 of the compounds above.
item | Molecule | ATG4B inhibitor
37 | O=C(NCCc1ccccn1)c1cc(-c2ccc(Cl)cc2)nc2ccccc12 | 4
38 | CCC(C)[C@H](NC(=O)NCc1cccc(OC)c1)C(=O)O (some centres undefined) | 0
39 | Cc1cc(NC(=O)c2cc3nc(C4CC4)cc(C(F)(F)F)n3n2)no1 | -1
40 | CCN(CC)CC(=O)Nc1cccc(S(=O)(=O)N2CCCC2)c1 | -4
35 | Cc1cccc2nc(Cn3c(=O)n(CCC(=O)NCc4ccco4)c(=O)c4sccc43)cc(=O)n12 | -9
33 | C/C=C/C(=O)OCC(=O)NC(=O)NC(C)C | -16

(next part)
(41) Nn1c(=O)[nH]c2c([nH]c3ccccc32)c1=O
(42) CC(/C=N/NC(=O)C(O)c1ccccc1)=C\c1ccccc1 (centres undefined)
(43) O=C(CCC(=O)N1CCN(c2ccccc2F)CC1)c1ccc(Cl)s1
(44) COc1ccc(S(=O)(=O)N2Cc3ccccc3CC2C(=O)O)cc1 (centres undefined)
(45) CC(Sc1nc(N)cc(N)n1)C(=O)Nc1ccc(N2CCOCC2)cc1 (centres undefined)
(46) CCOc1ccc(S(=O)(=O)N2Cc3ccccc3CC2C(=O)O)cc1 (centres undefined)
entry no.,41,42,43,44,45,46
TIM10 inh,2,24,-14,6,-1,-18
NLRP3 yeast inh,15,10,16,10,3,-11
mIAP block,-2,-4,-1,11,4,-1
tim10-1 inh,-12,15,-34,11,-1,-14
mIAP act,1,1,1,0.89,0.96,1
hIAP act,1,1.1,1,1,1,1.2
hIAP inh,-1,-5,-3,-1,-1,-16
Apaf-1 inh,-7,-6,-4,12,-6,-8
ATG4B inhibitor,-4,-14,10,-1,10,14
